# Source: PubChem BioAssay (National Center for Advancing Translational Sciences (NCATS))
# ATXN viability = Viability Counterscreen for Primary qHTS for Inhibitors of ATXN expression. S2 cells (HEK-293 line with an ATXN2-luciferase reporter) viability, CellTiter-Fluor protease fluorescence, 24 h. Potency, µM (series often up to 56.7 µM), usual class: cytotoxic. actives 0.49% (n = 400,000). AID 651635, 2014; note: potency is the fitted concentration of half-maximal effect; nearly all actives have a fitted effect of over 40% in size
# A549 viability = Nrf2 qHTS screen for inhibitors: counterscreen for cytotoxicity. AID 504648, 2011. actives 0.16% (n = 390,000). Potency, µM (doses to about 46 µM), inactives show at the top dose activity change, negative = cytotoxicity, actives largely listed as inhibitors. A549 ARE-Fluc cells, CellTiter-Fluor viability, 18-24 h; note: potency is the fitted concentration of half-maximal effect; % is set by controls: 0 for no effect and ±100 for the full control effect
#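 A549 ARE-Fluc cells in 5% FBS OPTI-MEM, 5000 cells/well, rested 2 h then exposed to compounds in concentration-response for 18-24 h at 37 °C. Viability by CellTiter-Fluor fluorescence (Ex 405/Em 525) after 30 min; luciferase luminescence (BugLite, 15 min, RT) read afterwards.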
# IL2 activator = qHTS of IL-2 Activators; activation, % (series mostly up to about 46 µM); IL-2 activation reporter assay, cell-based qHTS; stimulated with anti-CD3/CD4/CD28 beads; in transgenic mouse T cells; actives 0.065% (n = 360,000); AID 652025, 2013; in the data active = activation above about 50%; inconclusive = mostly about 30% to 49%; note: 0% is about no effect
#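 Readout is EGFP and DsRed signal by fluorescent plate cytometry after 18 h at 37 degrees C. Transgenic mouse T cells (750/well) received compound for 60 min before bead stimulation (anti-CD3, anti-CD4, anti-CD28); memory T cells served as non-tolerant control.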
# ATXN2 expr inh = Primary qHTS for Inhibitors of ATXN expression; HEK-293 ATXN2-luciferase reporter, luminescence, 24 h; Potency, µM (titrated, usually from 57 µM), inactives show top-dose activity change, negative = inhibition, most hits filed as inhibitors; actives 0.72% (n = 360,000); AID 1745845, 2022; note: potency is the fitted concentration of half-maximal effect; % is set by controls: 0 for no effect and ±100 for the full control effect; nearly all actives have a fitted effect of over 55% in size
#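 ATXN2-luciferase reporter cells (luciferase flanked by upstream and downstream ATXN2 gene portions) were treated 24 h at 37 °C with compounds at up to 57 uM. SteadyGlo luminescence gave expression; GF-AFC fluorescence gave viability.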
# Nrf2 activator = qHTS of Nrf2 Activators; AREc32 ARE-luciferase reporter (MCF7-derived line), luminescence, 24 h; Potency, µM (top dose mostly 46.1 µM), inactives show at the highest dose activation, most hits filed as activators; actives 0.31% (n = 410,000); AID 624171, 2012; note: potency is the fitted concentration of half-maximal effect; % of control where 0% means no effect; nearly all actives have a fitted effect of over 65% in size
#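 ARE activation measured as luciferase luminescence (Steady-Glo, 30 min RT) in AREc32_Fluc cells after 24 hr compound exposure at 37 deg C, 5% CO2; cells seeded overnight at 1000/well in OPTI-MEM, 5% FBS.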
# TGFb SMAD3 inh = qHTS for Inhibitors of TGF-b | Potency, µM (top dose mostly 46.1 µM), inactives show at the top dose activity, negative = inhibition, usual class: inhibitors | AID 588855, 2011 | actives 1.2% (n = 410,000) | HepG2 CAGA-GFP TGF-b/SMAD3 reporter, GFP fluorescence, 18 h; TGF-beta stimulated, 500 pg/mL final; note: potency is the fitted concentration of half-maximal effect; % is set by controls: 0 for no effect and ±100 for the full control effect; nearly all actives have a fitted effect of over 65% in size
#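 Cell-based qHTS in HEPG2 carrying a CAGA-GFP Smad reporter; compounds added before 500 pg/mL final TGF-beta, 18 h incubation at 37 degrees C, GFP fluorescence quantified per cell by imaging cytometry.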
# Nrf2 block = Nrf2 qHTS screen for inhibitors | A549 ARE-Fluc reporter, luciferase luminescence, 18-24 h | Potency, µM (doses to about 46 µM), without a hit: at the top dose activity change, negative = inhibition, most hits filed as inhibitors | actives 2.1% (n = 360,000); note: potency is the fitted concentration of half-maximal effect; % is set by controls: 0 for no effect and ±100 for the full control effect; nearly all actives have a fitted effect of over 60% in size
#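 Nrf2 function is reported as luminescence of an ARE-controlled luciferase in A549 cells. Compounds were tested at several concentrations, and a CellTiter-Fluor read on the same wells flagged cytotoxicity.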
# HepG2 viability = qHTS for Inhibitors of TGF-b: Cytotox Counterscreen; HepG2 CAGA-GFP viability, ATP luminescence, 18 h; Potency, µM (top dose mostly 46.1 µM), for the others: top-dose activity change, negative = cytotoxicity, actives largely listed as cytotoxic; actives 0.76% (n = 410,000); note: potency is the fitted concentration of half-maximal effect; some results filed as inactive show a strong effect at the top dose
#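 CellTiter-Glo luminescence gave cytotoxicity after 18 hours at 37 degrees C. The cells were HepG2 CAGA-GFP in 1% FBS DMEM, stimulated with 500 pg/mL TGF-beta after compound addition. %Activity was normalised to no-cell wells (complete cell-killing) and DMSO (no toxicity), and curves were fitted and classified.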
# EPAC2 agonist = qHTS for Agonist of cAMP-regulated guanine nucleotide exchange factor 4 (EPAC2): primary screen; actives 0.079% (n = 360,000); Rap guanine nucleotide exchange factor 4 (Homo sapiens), Q8WZA2; Potency, µM (series often up to 154 µM), for inactives: at the top dose activation, most hits filed as activators; EPAC2 activation, biochemical qHTS; response scale: 100% = 6.5 mM cAMP response; AID 720711, 2013; note: potency is the fitted concentration of half-maximal effect; nearly all actives have a fitted effect of over 50% in size
# Target sequence (Q8WZA2 whole entry, looked up): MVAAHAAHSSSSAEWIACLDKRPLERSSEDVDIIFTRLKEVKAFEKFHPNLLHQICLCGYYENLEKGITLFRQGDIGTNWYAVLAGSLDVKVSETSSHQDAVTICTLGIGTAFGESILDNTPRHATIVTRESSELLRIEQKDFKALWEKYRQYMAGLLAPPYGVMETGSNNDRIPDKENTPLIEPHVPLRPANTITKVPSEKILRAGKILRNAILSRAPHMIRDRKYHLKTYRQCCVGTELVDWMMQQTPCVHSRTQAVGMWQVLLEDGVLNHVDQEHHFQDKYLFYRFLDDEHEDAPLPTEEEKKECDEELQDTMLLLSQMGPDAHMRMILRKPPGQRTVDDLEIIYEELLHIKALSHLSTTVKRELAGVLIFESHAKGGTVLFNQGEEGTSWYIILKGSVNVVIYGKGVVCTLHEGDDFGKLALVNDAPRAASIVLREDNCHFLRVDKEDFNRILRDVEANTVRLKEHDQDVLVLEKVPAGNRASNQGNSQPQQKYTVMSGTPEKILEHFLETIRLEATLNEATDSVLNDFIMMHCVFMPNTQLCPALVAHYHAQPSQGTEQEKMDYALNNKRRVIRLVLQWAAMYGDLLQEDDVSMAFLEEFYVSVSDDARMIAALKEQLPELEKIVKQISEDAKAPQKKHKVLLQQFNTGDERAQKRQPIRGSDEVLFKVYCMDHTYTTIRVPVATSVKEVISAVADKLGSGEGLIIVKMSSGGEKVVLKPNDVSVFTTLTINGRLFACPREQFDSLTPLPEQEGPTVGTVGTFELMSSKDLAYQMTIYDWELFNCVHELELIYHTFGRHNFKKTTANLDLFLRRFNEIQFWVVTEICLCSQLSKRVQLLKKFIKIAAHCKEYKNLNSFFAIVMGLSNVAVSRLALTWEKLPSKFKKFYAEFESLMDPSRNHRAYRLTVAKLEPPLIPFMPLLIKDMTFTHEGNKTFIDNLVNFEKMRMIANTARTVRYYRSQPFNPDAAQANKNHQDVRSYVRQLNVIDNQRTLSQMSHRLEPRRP
#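 Compounds were titrated in qHTS against a Rap1B-BODIPY-GDP (250 nM) complex with EPAC2 (100 nM) and GDP (50 uM). BODIPY-GDP release tracked at 480/540 nm over 30 min at room temperature, normalized to 6.5 mM cAMP.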
# Active calls of the source: *; i = inactive; ? = inconclusive; / = no result given; & = joins results of further samples; [ ] = dose if it differs, or a comment. Unless noted, calls come from the whole dose curve; as a rule, active = well fitted curve in the direction sought with a large enough effect; inconclusive = small, poorly fitted or top-dose-only effect, or another doubt; inactive = no such curve, though single readings can be large; an effect the other way counts as inactive or inconclusive.
SMILES,ATXN viability,A549 viability,IL2 activator,ATXN2 expr inh,Nrf2 activator,TGFb SMAD3 inh,Nrf2 block,HepG2 viability,EPAC2 agonist
Cc1ccc2cc(C#N)c(N3CCCN(C(=O)c4cnccn4)CC3)nc2c1,i,1%,0.3,-18%,2.1%,-4%,0%,12%,-2%
Cc1nc(C(=O)N(C)C)nn1-c1ccc([N+](=O)[O-])cc1,i,1%,1.6,-3%,-0.6%,0%,3%,8%,8%
N#CCCn1c(O)c(N=NC(=O)CNC(=O)c2cccs2)c2ccccc21,i,-11%,0.2,29%,-0.1%,-25%,5%,-3%,1%
Cc1ccc(SCc2cc(=O)[nH]c(N3CCN(C)CC3)n2)cc1,i,2%,0.4,-1%,-0.3%,-5%,26%,9%,-17%
CC(Sc1nnc(C2CC2)n1Cc1ccccc1)C(=O)N1CCNC1=O (configuration not stated),i,3%,-0.4,/,0.2%,22%,0%,1%,11%
O=C(/C=C/c1ccc2ccccc2c1)c1ccoc1,i,5%,0.4,22%,5.7%,24%,?,-8%,5%
CC1CN(S(=O)(=O)c2ccc(-c3nc4ccccc4s3)cc2)CC(C)O1 (configuration not stated),i,-1%,-1.4,-4%,-0.5%,-1%,5%,0%,2%
CN(C(=O)c1cc(-n2cnnc2)ccc1Cl)c1ccccc1,i,11%,-0.5,54%[activator],2.9%[9.22 µM],-3%,25%,-5%,-7%
CC(=O)c1ccc(OCC(=O)N2CCN(S(=O)(=O)c3ccc(Br)s3)CC2)cc1,i,-4%,-3.0,-3%,2.5%,-23%,?,-8%,-4%
CCCC(=O)Nc1nc2c(c(=O)[nH]1)CCCC2,i,?,-2.5,8%,-0.9%,30%,5%,2%,-1%
CCc1nc2ccc(C(=O)N3CCN(C(=O)c4ccco4)CC3)cn2c1N(C)C(=O)Nc1ccccc1OC,i,/,0.2,-4%,-1.2%,-2%,/,7%,3%
CC(C)(C)C(O)CN1CCCC1 (configuration not stated),i,5%,-0.6,-2%,1.3%,0%,-23%,-4%,3%
O=C(c1ccco1)N1CCN(C(=O)c2cc(-c3ccccc3F)no2)CC1,i,1%,-2.1,8%,9.6%,-12%,?,-9%,4%
COc1ccc(CCC(=O)OCC(=O)Nc2ccc(OC)c(OC)c2)cc1OC,/,2%,0.3,3%,0.1%,-1%,-3%,0%,3%
COc1ccc(Cn2c(=S)[nH]c3ccccc3c2=O)cc1,i,0%,-0.6,-10%,-0.4%,-20%,-22%,-28%,0%
CCOc1ccc(C(=O)Nc2c(C(=O)c3ccccc3)oc3ccccc23)cc1,/,-1%,/,/,-1.1%,/,4%,10%,/
CC(=O)c1ccc(O)c(CSc2nncn2C)c1,i,3%,-1.4,-7%,-0.3%,-8%,3%,0%,-6%
c1csc(CNCCCN2CCOCC2)c1,i,12%,-0.5,-2%,0.0%,2%,6%,1%,1%
Cc1ccc(C(=O)NCc2ccccc2CN2CCCC2)cc1S(=O)(=O)N1CCOCC1,i,1%,-2.7,8%,0.4%,3%,4%,0%,-5%
CC(O)CNc1ccc([N+](=O)[O-])cc1S(=O)(=O)N1CCOCC1 (configuration not stated),i,-8%,0.8,20%,-0.4%,1%,-7%,-27%,2%
C[C@@H]1CN([C@@H](C)CO)C(=O)c2cccc(NS(C)(=O)=O)c2O[C@H]1CN(C)Cc1ccc(C(=O)O)cc1,i,-8%,0.2,2%,0.5%,6%,-5%,3%,6%
COc1ccc(NC(=O)NCc2cccn2C)c(OC)c1,i,-2%,0.8,-11%,0.2%,-5%,7%,-10%,4%
CC1=CC(=C(C#N)C#N)C=C(C)N1CCN1CCNCC1,i,-2%,-2.0,5%,-0.4%,?,2%,-43%,26%
Clc1cccc(Cl)c1Cn1cnc2c(NCc3ccco3)ncnc21,i,0%,0.1,-3%,?,24%,/,-21%,-1%
Cc1ccc(C)c(OCc2cc(C(=O)N3CCNC(=O)C3)no2)c1,i,5%,0.2,13%,-0.6%,0%,-5%,-5%,-2%
COc1ccc(CCNC(=O)C2CC(=O)N(c3ccc(F)cc3)C2)cc1OC (configuration not stated),i,-8%,-1.2,-6%,0.3%,0%,12%,0%,1%
CCCCN(C(C)=O)c1ccc(S(=O)(=O)NC2=NCCCCC2)cc1NC(C)=O,i,0%,1.0,10%,-1.4%,-13%,1%,0%,3%
O=C(Nn1c(-c2ccccc2)nc2ccccc2c1=O)C1CCC1,i,-6%,2.3,7%,-1.0%,-6%,2%,0%,5%
C=CCOc1ccccc1CN1CCSCC1,i,-4%,0.7,5%,-0.4%,1%,/,5%,-7%
Cc1cc(C)cc(C(O)c2ncc(-c3ccc(Cl)cc3)[nH]2)c1 (configuration not stated),?,/,-0.7,-15%,-0.8%,-23%,/,-22%,13%
N/C(=N/O)c1nc(N2CCCC2)nc(N(c2ccccc2)c2ccccc2)n1,i,2%,1.3,-2%,0.1%,0%,?,-13%,5%
CCC(=O)Nc1cc(-c2nn(CC(=O)N3CCCCC3)c(=O)c3ccccc23)ccc1N1CCOCC1,i,9%,-1.7,-5%,-0.2%,9%,-6%,-9%,7%
CN(CC(=O)NC1CCN(Cc2ccccc2)CC1)S(=O)(=O)c1ccc(Cl)s1,i,0%,-0.5,-31%,6.6%,-11%,?,3%,-2%
COc1ccccc1-c1ccnc2c(-c3ccc(Br)cc3)c(C)nn12,i,-2%,/,1%,-0.7%,?,17%,4%,/
O=C1c2ccccc2NC(c2ccccc2Cl)N1N=C1CCCCCC1 (configuration not stated),i,-2%,-0.9,16%,4.7%,-8%,10%,-1%,12%
NC(=S)N=Nc1c(O)[nH]c2ccccc12,i,-9%,-0.4,-14%,3.8%,-2%,-22%,25%,-1%
O=C(CC1CC2CCC1C2)N1CCN(S(=O)(=O)c2ccccc2F)CC1 (configuration not stated),?,0%,-0.4,-2%,0.1%,-5%,3%,4%,-8%
Cc1ccc(S(=O)(=O)CCC(=O)N2CCN(c3ccccc3F)CC2)cc1,i,1%,4.1,5%,-0.4%,0%,21%,-1%,0%
O=C(c1cc(-c2ccccc2Cl)nc2ccc(Br)cc12)N1CCN(c2ccccn2)CC1,?,-27%,-1.8,?,-0.4%,?,?,-27%,-8%
COc1cccc(C(=O)c2c(C)c(CCC#N)n3ccccc23)c1,i,-16%,-2.2,-10%,3.4%,-5%,-12%,6%,7%
COC(=O)c1ccccc1NC(=O)CNc1ccc(F)c(S(=O)(=O)N2CCOCC2)c1,i,1%,0.1,-2%,0.0%,-8%,?,-7%,19%
O=C(O)c1ccc(/C=N/NC(=O)c2ccc(F)cc2)cc1,i,0%,0.2,-3%,-0.2%,5%,13%,2%,14%
Cc1ccc(SC[C@H](C)CN2CC[C@H](C)CCC2=O)cc1,?,-2%,-0.4,-16%,0.6%,-30%&-21%,0%,-27%&0%,13%
N#Cc1ccccc1CSc1nnc(-c2ccccc2)o1,i,1%,/,118%[activator],1.3%,4%,?,-12%,/
COc1ccc(-c2nc3ccccc3n3c(-c4ccc(OC)cc4)c4c(=O)n(C)c(=O)n(C)c4c23)cc1,i,-3%,/,7%,-0.3%,-11%,6%,6%,/
Cc1ccc(NC(=O)C(c2ccc(Cl)cc2)N2CCCCC2)cc1 (configuration not stated),i,-5%,-1.2,-6%,-0.7%,-4%,5%,-18%,10%
CCCCN(CC)C(=O)c1ccc(-c2ccccc2)cc1,i,?,-0.1,0%,-1.1%,?,-1%,3%,-6%
CCOC(=O)c1cc(-c2ccccc2)n(CC(=O)NC(C)(C)C)c1C,i,2%,-1.6,/,0.3%,18%,4%,-16%,5%
O=C(NC1CCS(=O)(=O)C1)c1ccc(N2CCCCC2)c([N+](=O)[O-])c1 (configuration not stated),i,-3%,3.2,8%,3.0%,-3%,2%,-6%,-7%
COc1ccc(C2Nc3ccccc3C(=O)N2Cc2ccco2)cc1OC (configuration not stated),/,0%,/,/,/,?,14%,-8%,/
Cn1c(=O)c2cc3c(nc2n(C)c1=O)CC(c1ccccc1)CC3=O (configuration not stated),i,-4%,-0.4,/,5.5%,-5%,-17%,-13%,7%
O=C(NCCc1c[nH]c2ccccc12)c1ccc([N+](=O)[O-])cc1,i,6%,-0.5,0%,3.3%,-8%,12%,-7%,-6%
COc1ccccc1NC(=O)Cn1c(=O)c(CNc2ccc(C)cc2)cc2cc3c(cc21)OCCO3,i,1%,/,16%,4.6%,0%,-13%,-2%,/
O=C(Nc1ncc2c(n1)-c1ccccc1OC2)c1ccccc1Cl,i,12%,1.5,-10%,0.6%,0%,5%,-10%,8%
